Screening data (PubChem BioAssay)
PME-1 inh: blocks human protein phosphatase methylesterase 1. Q9Y570. recombinant PME-1, FP-Rh probe fluorescence polarization. inhibition, % at 5.9 µM. hit rate 0.53% among 320,000. AID 2130;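 active = inhibition above the campaign mean of all compounds plus 3 SD, cut at about 26% in these data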;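 note: competitive labeling of PME-1 active site by serine hydrolase directed probe; 0% = PME-1 with DMSO and 100% = wells lacking PME-1 enzyme; inhibitors block probe labeling so polarization falls and inhibition rises; many of its hits are not listed in these tables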
Target sequence (Q9Y570 whole entry, looked up): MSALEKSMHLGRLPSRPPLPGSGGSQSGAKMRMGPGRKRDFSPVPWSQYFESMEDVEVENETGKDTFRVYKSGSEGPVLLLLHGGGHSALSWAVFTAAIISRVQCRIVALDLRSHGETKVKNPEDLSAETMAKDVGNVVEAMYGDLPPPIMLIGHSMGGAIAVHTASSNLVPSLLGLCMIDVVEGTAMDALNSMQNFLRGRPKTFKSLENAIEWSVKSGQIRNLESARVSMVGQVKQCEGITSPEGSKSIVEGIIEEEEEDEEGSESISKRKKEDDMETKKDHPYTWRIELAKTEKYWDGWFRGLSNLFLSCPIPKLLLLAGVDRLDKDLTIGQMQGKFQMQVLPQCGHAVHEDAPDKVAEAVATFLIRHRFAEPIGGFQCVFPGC
LYPLA2 inh: blocks human lysophospholipase 2, a PME1 counter-screen | AID 2177 | recombinant LYPLA2, FP-Rh probe fluorescence polarization | inhibition, % at 5.9 µM | hit rate 0.38% among 320,000;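 active = inhibition above the screen-wide mean plus 3 SD, limit set per campaign, cut at about 26% in these data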;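 note: 0% = LYPLA2 with DMSO and 100% = wells lacking LYPLA2 enzyme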
Target sequence (O95372 whole entry, looked up): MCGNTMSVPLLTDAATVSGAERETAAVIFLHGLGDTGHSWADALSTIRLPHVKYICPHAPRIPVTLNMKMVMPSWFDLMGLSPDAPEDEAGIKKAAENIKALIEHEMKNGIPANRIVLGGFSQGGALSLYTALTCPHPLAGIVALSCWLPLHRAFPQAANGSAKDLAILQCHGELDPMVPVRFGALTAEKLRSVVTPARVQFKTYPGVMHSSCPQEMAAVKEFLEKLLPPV
PAFAH1B3 FP inh: PAFAH1B3 (human) inhibition. Q15102. recombinant PAFAH1B3, FP-rhodamine probe, fluorescence polarization. inhibition, % at 3.39 µM. hit rate 0.28% among 340,000. AID 492972;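 active = inhibition above the screen-wide average of all tested compounds plus 3 SD, cut at about 25% in these data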;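 note: 0% = enzyme with DMSO only and 100% = wells lacking PAFAH1B3 protein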
PAFAH2 inh: PAFAH2 (human) inhibition | Q99487 | recombinant PAFAH2, FP-rhodamine activity probe, fluorescence polarization | inhibition, % at 3.39 µM | hit rate 0.99% among 340,000 | AID 492956;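 active = inhibition above the mean over all tested compounds plus 3 SD, cut at about 30% in these data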;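 note: inhibitors block probe labeling of enzyme so polarization drops; 0% = enzyme with DMSO and 100% = wells lacking PAFAH2 protein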
GSTO1 counter: counter-screen for RBBP9 inhibitors: inhibitors of human GSTO1. P78417. recombinant GSTO1, activity-based probe fluorescence polarization. inhibition, % at 5.96 µM. hit rate 1.1% among 300,000;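 active = inhibition above the campaign mean inhibition plus 3 SD, cut at about 35% in these data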;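 note: 0% = GSTO1-1 with DMSO and 100% = wells lacking GSTO1-1 enzyme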
Target sequence (P78417 whole entry, looked up): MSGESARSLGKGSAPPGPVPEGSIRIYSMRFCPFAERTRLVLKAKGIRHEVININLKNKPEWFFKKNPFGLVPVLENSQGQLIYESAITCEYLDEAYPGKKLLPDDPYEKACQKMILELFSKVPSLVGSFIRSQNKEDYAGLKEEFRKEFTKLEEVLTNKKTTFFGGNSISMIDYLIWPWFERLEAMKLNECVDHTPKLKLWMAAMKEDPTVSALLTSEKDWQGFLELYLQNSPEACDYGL
LYPLA1 counter: LYPLA1 (human) inhibition in PME1 counter-screen; inhibition, % at 5.9 µM; hit rate 0.16% among 320,000; recombinant LYPLA1, FP-Rh probe fluorescence polarization; O75608;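 active = inhibition above the mean of all tested compounds plus 3 SD, set per campaign, cut at about 14% in these data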;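 note: inhibitors block serine hydrolase probe labeling of LYPLA1 so polarization falls; 0% = enzyme with DMSO and 100% = wells lacking LYPLA1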
pPAFAH inh: inhibitors of human plasma PAF acetylhydrolase (pPAFAH) | inhibition, % at 3.39 µM | hit rate 1.5% among 330,000 | recombinant pPAFAH, FP-rhodamine probe fluorescence polarization;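 active = inhibition above the mean inhibition across the screen plus 3 SD, cut at about 25% in these data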;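 note: inhibitors block binding of the rhodamine activity-based probe so polarization drops; 0% = enzyme with DMSO and 100% = wells lacking pPAFAH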
PAD4 inh: blocks human protein arginine deiminase 4; recombinant PAD4, RCA probe fluorescence polarization; Q9UM07; AID 485272; hit rate 0.41% among 330,000; inhibition, % at 6.36 µM;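 active = percent inhibition above a cutoff equal to the mean of all tested compounds plus 3 SD, cut at about 15% in these data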;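 note: 0% = PAD4 with RCA probe and DMSO and 100% = probe without PAD4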
PAFAH1B2 FP inh: blocks human PAF acetylhydrolase 1b catalytic subunit 2 | P68402 | recombinant PAFAH1B2, FP-rhodamine activity probe, fluorescence polarization | inhibition, % at 3.39 µM | hit rate 1.2% among 340,000 | AID 492953;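 active = inhibition above the mean of all tested compounds plus 3 SD, cut at about 24% in these data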;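 note: 0% = enzyme with DMSO and 100% = wells lacking PAFAH1B2; many of its hits are not listed in these tables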
An asterisk follows results filed as active; nt = no result given.

compound	PME-1 inh	LYPLA2 inh	PAFAH1B3 FP inh	PAFAH2 inh	GSTO1 counter	LYPLA1 counter	pPAFAH inh	PAD4 inh	PAFAH1B2 FP inh
CCNC(=S)Nc1cc(OCC)c(NC(=O)c2ccco2)cc1OCC	4	6	12	-16	0	3	5	-6	5
O=S(=O)(c1ccc(Cl)c2ccccc12)N1CCCC1	3	-6	2	-3	8	-1	3	-2	-1
COc1ccc(OC)c(-c2nnc(NC(=O)C(C)Sc3nncn3C)s2)c1 (stereo not given)	4	7	9	2	2	2	5	-6	-3
CS(=O)(=O)NN1C(=O)c2ccccc2NC1c1ccccc1 (stereo not given)	-4	-7	7	-8	4	1	1	-9	6
CCOC(=O)c1nnn(-c2nc(OC)nc(N(C)C)n2)c1-c1ccccc1	4	3	15	8	-8	-2	-4	4	0
O=C(O)CCSc1nnc(-c2ccncc2)n1-c1ccccc1	2	4	13	10	-3	0	-3	0	5
CN(Cc1ccccc1)C(=O)COC(=O)c1ccc2ccccc2n1	0	-1	5	5	13	3	25*	3	5
CCOC(=O)c1cn2nc(Oc3ccc(C(=O)OC)cc3)ccc2n1	-3	5	-3	-4	20	3	1	7	-2
Cc1ccc(-n2nnnc2Sc2nc([N+](=O)[O-])nn2C)cc1	-8	2	-2	-3	-5	-1	5	-2	11
O=C(Cc1ccccc1)Nc1ccc2c(c1)OC1(CCCC1)O2	0	3	-7	-2	nt	2	3	2	2
C/C(N)=C(/C#N)C(=O)COC(=O)c1ccc(NC(N)=O)cc1	-7	10	0	-2	2	-1	-6	-7	1
Cc1sc2ncnc(SCC(=O)NC(C)C(C)C)c2c1C (stereo not given)	-3	-10	7	2	-9	-5	-12	-3	-1
Cc1ccc(OCCN(C)C(=O)C2CCC(=O)N(CCCN3CCOCC3)C2)cc1 (stereo not given)	4	0	-5	-3	-2	0	-1	-3	-4
CC(=O)c1c(C)[nH]c(C(=O)Nc2nc(-c3ccccc3)c(C)s2)c1C	-6	-4	7	6	11	-2	-1	-8	0
N#C/C(C(N)=O)=C1/SC(Cc2ccc(F)cc2)C(=O)N1c1ccccc1 (stereo not given)	-1	7	7	8	6	2	6	-8	8
COC(=O)c1ccc(N2CCN(c3ccccc3)CC2)c(NC(=O)C2CC2)c1	1	4	0	1	-2	0	22	3	3
CSCCC(NC(=O)c1ccc(Cl)cc1Cl)C(=O)OCC(N)=O (stereo not given)	-1	0	-1	3	2	-4	-2	-1	1
CCOC(=O)C1=C(C)NC(=O)NC1c1ccsc1 (stereo not given)	2	8	7	-1	0	4	5	-3	-1
Cc1c(Cl)cccc1NC(=O)CNC(=O)Cc1n[nH]c(=O)c2ccccc12	nt	nt	5	3	nt	nt	2	0	0
Cc1cc(C(=O)OCC(=O)N2CCOCC2)c(C)n1-c1ccccc1	nt	nt	-2	2	nt	nt	4	1	6
COc1ccc2nc(SCC(=O)Nc3c(C)cccc3C)[nH]c2c1	4	4	6	10	1	3	-2	-4	6
OCCNc1ncnc2ccc(Br)cc12	1	-8	3	1	12	-2	4	-3	6
COc1cccc(CNn2c(-c3cccc(C)c3)nc3ccccc3c2=O)c1O	5	6	4	5	7	1	10	0	0
COc1cccc(C(=O)N2CCN(S(=O)(=O)Cc3ccccc3)CC2)c1	-2	7	4	4	-8	1	13	-3	3
COc1ccc(-n2nnnc2SCC(=O)NCCc2ccccc2)cc1OC	-8	0	6	4	2	0	-7	0	3
CC(C)(C)c1ccc(NC(=O)CCNC(=O)c2ccco2)cc1	0	-5	2	-1	2	-4	3	2	1
CCOc1ccc(/C=N/OCC(=O)Nc2cc(C)on2)cc1	3	4	8	-13	5	1	1	-2	-2
N#Cc1c(Cl)cccc1-n1ccnc1	2	-2	16	-12	-1	0	-4	-5	2
O=C(CN(Cc1ccc2c(c1)OCO2)C(=O)CNC(=O)c1ccco1)NC1CCCCC1	2	0	10	0	2	0	15	3	3
CC1CN(CC(=O)NCc2ccccc2)CC(C)O1 (stereo not given)	-3	3	3	2	0	-4	-2	-2	3
CCC1c2ccc(C)n2CCN1C(=O)Nc1ccc(F)cc1 (stereo not given)	-2	-2	8	3	1	1	6	3	7
O=C(NC1CCCCC1)c1ccc(CNc2ccccc2)o1	-1	-6	1	-1	6	-2	3	3	3
COc1ccc(S(=O)(=O)N2CCCC(C(=O)NCc3cccnc3)C2)cc1 (stereo not given)	3	-1	-2	1	9	-1	1	-1	8
Cc1ccc(S(=O)(=O)N2CCC(C(=O)Nc3ccc4c(c3)COC4=O)CC2)cc1	2	1	5	3	-1	-4	-2	1	5
Cc1cc(O)ccc1N/C=C(\C#N)c1nc2ccccc2o1	9	1	3	-3	2	-6	6	2	-4
CCC(=O)Nc1ccc(C(=O)OCc2ccc(Cl)c(Cl)c2)cc1	-3	3	-2	36*	0	-1	0	12	-2
Cc1ccc(S(=O)(=O)N(C)Cc2nc(-c3ccccn3)no2)cc1	-1	10	10	-1	6	3	1	1	5
Cc1ccccc1NC(=S)c1nc2ccccc2[nH]1	-6	1	14	-3	-24	-1	5	-2	-4
O=C1OC[C@@H]2CCCN2C(=O)[C@@H](CC(=O)N(CCO)Cc2ccccc2)C/C=C\C[C@@H]1Cc1ccc(F)cc1	nt	nt	-4	-5	nt	nt	4	-5	17
CCCCCCCN1CCC(=O)N(CCO)CC1	1	-6	1	-6	7	-4	3	1	5
c1ccc(CCCNCC2COc3ccccc3O2)cc1 (stereo not given)	-3	6	11	-3	3	0	-4	-8	1
O=C(COc1cccnc1[N+](=O)[O-])N1CCc2ccccc21	7	5	4	-4	8	2	-2	-1	2
Cc1c(C(=O)NC2CCC(C)CC2)oc2ccccc12 (stereo not given)	11	10	-1	2	-1	0	1	-3	-1
COc1ccc(-c2noc(CCC(=O)N3CCN(c4cccc(C(F)(F)F)c4)CC3)n2)cc1	1	69*	-8	-2	-8	5	4	-4	6
O=C(COC(=O)Cc1cn2ccsc2n1)Nc1nc2ccccc2s1	0	-12	10	-3	-1	0	5	4	6
O=C1c2ccccc2C(=O)N1CCCc1c[nH]c2ccccc12	2	-4	6	-9	-1	-1	7	0	-1
N#CCSc1nnc(-c2cccnc2)n1-c1ccccc1	2	-3	-4	3	9	-1	-5	-3	1
N=c1cc(C2(O)CCCCC2)n2c(nc3ccccc32)s1	4	-3	0	-4	-2	0	-2	-5	0
O=C(COC(=O)Cc1ccccc1F)Nc1ccc2[nH]c(=O)[nH]c2c1	6	5	9	3	-7	1	2	-1	2
Cc1cccc(C)c1NC(=O)CSc1nnc(-c2ccco2)c(-c2ccco2)n1	0	-2	18	45*	58*	-8	58*	-4	4
COC(=O)c1ccc(CSc2nnc(-c3ccncc3)o2)o1	-2	0	7	-20	10	0	-5	3	1
Nc1nnc(-c2cccnc2)s1	3	11	-3	-1	-3	3	5	1	0
O=c1c2ccccc2oc2nc(-c3cccs3)n(CCc3ccccc3)c(=O)c12	2	1	nt	nt	-1	-1	1	3	nt
NC(=S)N/N=C/c1c(O)c(Br)cc2oc3c(c12)CCCC3	4	4	16	21	8	-2	18	-4	8
COC(=O)c1ccc(CSc2nnc(NC(=O)C3CC(=O)N(c4ccc5c(c4)OCCO5)C3)s2)cc1 (stereo not given)	-9	6	-4	0	-7	-3	2	-3	4
CN(C)c1ccc(C=NCCC2(O)CCOC(C)(C)C2)cc1 (stereo not given)	-7	-4	-1	-6	4	1	-3	1	2
CC1(C)SCC2C(=O)N3C(CSC3(C)C)C(=O)N21 (stereo not given)	-4	6	6	6	1	-2	-2	-4	6
COc1cc(NC(=O)NCC2CCN(Cc3ccc(C)cc3)CC2)cc(OC)c1OC	-6	5	3	-1	-5	3	0	-1	3
O=C(NCCN1CCCCC1)Nc1ccccc1F	-3	8	7	9	10	3	2	1	3
Cc1ccccc1C(=O)N1CCC(C(=O)Nc2cccc(F)c2)CC1	-3	5	5	-5	-3	2	8	-1	1

Further structures follow.
compound	PME-1 inh	LYPLA2 inh	PAFAH1B3 FP inh	PAFAH2 inh	GSTO1 counter	LYPLA1 counter	pPAFAH inh	PAD4 inh	PAFAH1B2 FP inh
NC(=O)/C(=C/c1ccc2c(c1)OCO2)NC(=O)c1ccco1	-1	0	4	-1	2	-1	-5	-3	8
CCCCNC(=O)c1cccc2c(=O)c(C)c(-c3ccccc3)oc12	-3	1	0	-4	-2	-3	6	-2	5
COc1ccc(NCc2nnc(SCC(=O)Nc3ccc(OC)cc3)n2C)cc1	1	-3	6	4	0	1	-2	1	4
COc1ccc(N2CCN(CC(=O)Nc3ccc(C)c(C)c3)CC2)cc1	-1	6	-1	-2	2	2	4	-8	0
O=C(N/N=C/c1ccc(O)cc1)c1ccncc1	0	1	8	-3	-5	1	8	0	1
N#Cc1ccc(CC(C(=O)O)N2Cc3ccccc3C2=O)cc1 (stereo not given)	-3	11	3	5	3	0	1	-1	3
COCCCN1CCc2[nH]c(=S)[nH]c(=O)c2C1	0	2	8	-2	-7	2	2	0	6
COc1cccc(CNC(=O)C2CCCN(S(=O)(=O)c3c(C)noc3/C=C/N(C)C)C2)c1 (stereo not given)	-5	-3	2	-1	7	-8	2	0	5
Cc1c(S(=O)(=O)Nc2cc(Cl)ccc2Cl)c(=O)n(C)c(=O)n1C	2	1	0	2	7	-1	2	-3	4
Cc1ccccc1NC(=O)COC(=O)c1cc(=O)c2ccccc2o1	6	2	nt	nt	3	2	0	1	nt
Cc1ccc(S(=O)(=O)NN2C(=O)c3ccccc3NC2C)cc1 (stereo not given)	2	6	9	3	4	1	5	0	10

Only part of the results is shown. The share of hits here may be higher or lower than overall.
